# p-CIP stab down: p/CIP-EGFP fusion destabilizers, primary screen, fluorescence, F442A cells | decrease of EGFP signal, % at 10 µM | 16 h | AID 1984, 2009 | 0.01% of 290,000 active;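 active = EGFP signal decrease of at least 30% at 10 µM or well 3 SD below plate mean, unless failing retest; inactive = the rest, including hits failing retest or dose response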; note: some compounds called inactive have numbers as strong as hits; many of its hits are not listed in these tables
# IDE cell activ: human IDE activators in live cells, primary screen, fluorescence polarization, HEK cells, FAbeta-B substrate; Insulin-degrading enzyme (Homo sapiens), P14735; FAbeta-B cleavage; 0% vehicle, 100% cell-free pure enzyme wells; activation, % at 5.96 µM; 0.073% of 340,000 active;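 active = activation above the mean of all tested compounds plus 3 SD, set per screening campaign, cut at about 17% in these data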
# M4 PAM: human M4 muscarinic receptor positive allosteric modulators, primary screen, CHO-K1 cells, Fluo-8 calcium fluorescence | CHO-K1 hM4/Gqi5, ACh EC20; 0% = ACh EC20, 100% = maximal ACh | activation, % at 3 µM | 0.4% of 360,000 active | AID 624126, 2012;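 active = activation above its plate's cutoff, the mean activation of sample wells plus 3 SD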; note: some results filed as inactive read as strong as hits
# PHOSPHO1 inh: PubChem AID 1565; recombinant PHOSPHO1, absorbance phosphatase assay; 1.1% of 290,000 active; Phosphoethanolamine/phosphocholine phosphatase (Homo sapiens), Q8TCT1; inhibition, % at 13.3 µM; in the data active = inhibition above about 60%
# CRFR2-BP antag: antagonists of CRF-BP/CRF-R2 complex, primary screen, cell-based, HEK293, calcium dye fluorescence, uHTS. inhibition, % at 11.8 µM. AID 588475, 2011. CRF-induced calcium fluorescence. 0.59% of 350,000 active;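 active = inhibition of the ligand-induced calcium signal above about 50% at the single tested concentration, limit read from the data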
# GalR3 antag: GalR3 antagonists in HEK293 cells, primary screen, cell-based, fluorescence readout; Galanin receptor type 3 (Homo sapiens), O60755; HEK293 GalR3-CNG cAMP membrane potential fluorescence; galR3 body fused to GalR1 C-terminus; inhibition, % at 3 µM; 0.44% of 360,000 active;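 active = inhibition above the screen-wide average plus 3 SD, cut at about 13% in these data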;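 note: forskolin and galanin both at EC90 stimulate the cells; cAMP rise reported by CNG channel membrane potential dye signal; 0% = forskolin plus galanin with DMSO and 100% = forskolin alone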
# Target sequence (O60755 1-299 limits assumed): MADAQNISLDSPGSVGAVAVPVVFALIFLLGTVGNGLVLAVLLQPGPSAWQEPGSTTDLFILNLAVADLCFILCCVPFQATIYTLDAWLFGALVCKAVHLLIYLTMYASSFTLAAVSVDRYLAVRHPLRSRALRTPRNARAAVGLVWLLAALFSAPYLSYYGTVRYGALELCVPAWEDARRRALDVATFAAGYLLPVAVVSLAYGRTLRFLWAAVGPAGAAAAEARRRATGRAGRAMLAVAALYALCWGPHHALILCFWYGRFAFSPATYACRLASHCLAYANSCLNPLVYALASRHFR
# IDE inh: human IDE inhibitors in live cells, primary screen, fluorescence polarization, HEK cells, FAbetaB substrate. inhibition, % at 5.59 µM. AID 434962, 2010. FAbetaB cleavage. 0.41% of 320,000 active;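 active = percent inhibition above the average of all tested compounds plus 3 SD, set per screening campaign, cut at about 16% in these data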;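 note: IDE supplied by intact live HEK cells; FP after avidin binding of uncleaved biotin substrate so inhibition keeps polarization high; 0% = DMSO wells and 100% = 60 µM reference IDE inhibitor Ii1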
# MEKK3 PB1 HTS: modulators of MEKK3-MEK5 PB1 binding, primary screen, biochemical, wildtype MEKK3, multiplex bead flow cytometry, Alexa488-MEK5; binding response (% of control), % at 10 µM; 1.4% of 290,000 active; bead-based flow cytometry, Alexa488-MEK5 binding to MEKK3; actives lie on both sides; 0 = blocked by unlabeled MEK5, 100 = vehicle; AID 1529, 2009;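 active = binding response more than 3 SD above or below the average of its plate-row segment, actives on both sides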;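 note: Alexa488 bead fluorescence after subtracting the streptavidin-only scavenger bead signal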
# Target sequence (Q99759 whole entry, looked up): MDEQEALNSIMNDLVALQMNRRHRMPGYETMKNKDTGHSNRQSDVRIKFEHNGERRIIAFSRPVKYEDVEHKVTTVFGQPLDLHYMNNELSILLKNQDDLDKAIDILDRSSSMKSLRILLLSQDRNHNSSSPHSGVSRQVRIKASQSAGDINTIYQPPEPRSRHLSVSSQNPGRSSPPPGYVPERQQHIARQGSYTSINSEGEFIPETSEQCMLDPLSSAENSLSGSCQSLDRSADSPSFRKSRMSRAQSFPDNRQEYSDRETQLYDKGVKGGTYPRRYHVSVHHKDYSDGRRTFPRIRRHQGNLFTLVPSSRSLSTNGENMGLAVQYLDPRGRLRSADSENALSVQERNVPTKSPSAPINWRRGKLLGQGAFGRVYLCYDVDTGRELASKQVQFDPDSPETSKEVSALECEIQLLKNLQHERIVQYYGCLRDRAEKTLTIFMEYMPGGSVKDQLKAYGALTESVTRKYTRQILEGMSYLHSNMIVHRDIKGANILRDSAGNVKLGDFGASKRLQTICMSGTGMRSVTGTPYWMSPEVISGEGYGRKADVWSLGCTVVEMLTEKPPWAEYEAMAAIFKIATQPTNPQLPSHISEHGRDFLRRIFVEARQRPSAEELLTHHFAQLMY
# CRFBP-R2 agonist: agonists of CRF-BP/CRF-R2 complex, primary screen, cell-based, HEK293, calcium dye fluorescence, uHTS; calcium dye fluorescence (FLIPR); percent of saturating CRF peptide response; 0.46% of 350,000 active; CRF-binding protein / CRF receptor 2 complex (human); AID 588473, 2011; activation, % at 13.2 µM;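 active = activation of at least 50%, plus an integration ratio under a set limit after plate pattern correction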;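 note: plate controls were neutral control wells without compound for no effect and CRF at EC100 for full effect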
# Active calls of the source: *; / = no result given; [ ] = remark or other dose.
SMILES,p-CIP stab down,IDE cell activ,M4 PAM,PHOSPHO1 inh,CRFR2-BP antag,GalR3 antag,IDE inh,MEKK3 PB1 HTS,CRFBP-R2 agonist
CC(CN1CCCCC1)OC(=O)c1ccc2c(c1)OCO2 (stereo unspecified),-6,0,5,11,8,1,0,106,-1.1
O=C(NCC1CCCO1)C1CCC(CNS(=O)(=O)c2ccccc2)CC1 (stereo unspecified),-2,5,5,-7,-13,-3,-4,104,2.9
CCCOc1ccc(C(=O)Nc2ccc(S(=O)(=O)NC3=NCCCCC3)cc2)cc1,/,-6,-11,/,-4,-4,6,/,-4.5
Cc1ccc(Oc2c(C)nc(-c3ccccc3)[nH]c2=O)cc1,-4,4,-17,-10,-1,-5,0,97,7.9
CCN(CC)c1ccc(S(=O)(=O)N2CCCCC2)cc1NC(=O)CN1C(=O)NC2(CCCC2)C1=O,/,0,11,/,-15,2,-4,/,0.6
CCOc1ccc(N2C(=O)CC(N3CCN(c4ccccc4F)CC3)C2=O)cc1 (stereo unspecified),-5,-6,-2,-12,7,-1,5,/,-1.8
Cn1nc(-c2ccc(N3CCCCC3)c(NC(=O)c3ccco3)c2)c2ccccc2c1=O,5,1,5,-7,-34,-8,4,101,3.4
Cc1ccc(NS(=O)(=O)c2ccc(OCC(=O)NCc3ccco3)cc2)cc1,-19,0,5,11,-18,-2,6,94,12
COc1ccc(CNC(=O)CCC(=O)Nc2nnc(CC(C)C)s2)cc1,-4,1,-4,24,2,1,2,101,-1.3
CC(C)CC1C(C#N)=C(N)Oc2n[nH]c(-c3ccccc3)c21 (stereo unspecified),-6,1,-4,-25,-40,1,4,105,1.7
COC(C[C@@H]1O[C@H]1C(=O)COCc1ccccc1)OC,/,2,25*,/,-7,-4,7,109,0.0
Cc1ccc(=O)n(C(C(=O)NCc2ccco2)C(=O)c2ccc(F)cc2)c1 (stereo unspecified),-13,2,12,1,1,-4,2,104,1.0
O=C(COc1ccc(Cl)cc1[N+](=O)[O-])N/N=C/c1cccs1,1,3,-3,20,3,-3,-1,110,-2.7
Cc1c(C(=O)OCC(=O)N2CCC(C)CC2)oc2ccccc12,/,-1,-1,/,-4,-7,5,/,-0.3
O=C(NN1CCOCC1)c1cc(-c2cccc(Cl)c2)nc2ccccc12,-12,8,1,14,-2,/,-2,99,1.1
CN(C)c1ccc(/C=C/c2cccc[n+]2[O-])cc1,-8,/,-2,37,-20,-1,2,99,15
COc1ccc(C(=O)NCCn2ccc3ccccc32)cc1OC,-2,9,1,0,9,/,2,98,-2.2
COc1cc(CC(=O)NNC(=O)c2cc(C)oc2C)cc(OC)c1OC,3,4,1,4,-1,3,-2,101,1.9
CCOC(=O)N1CCC(NC(=S)Nc2ccc3nc(N4CCN(CC)CC4)cc(C)c3c2)CC1,7,8,-31,37,6,-5,3,106,-2.1
COc1ccc(CN2CCOCCOCCOCCOCC2)cc1,-5,1,9,18,-5,-4,0,94,0.7
Cc1ccc2cc3cc(C(=O)NCCCN4CCc5ccccc5C4)oc3nc2c1,-4,7,-7,-26,8,-7,3,101,-0.1
Cc1[nH]nc(-c2ccc(O)cc2O)c1Oc1ccccc1,0,4,8,37,1,-5,5,108,-1.3
COc1cccc(NC(=O)c2cnc(NS(=O)(=O)c3ccccc3)nc2)c1,/,/,-6,/,9,-5,/,/,-1.2
Cc1ccc(C(=O)Nc2ncc(Cc3ccc(SC(F)F)cc3)s2)cc1,-6,4,2,1,-44,5,-1,95,1.3
CN(Cc1ccccc1)C(=O)COC(=O)c1cc(Cl)nc(Cl)c1,-28,5,-1,-29,-6,-5,-1,95,-4.0

# Other entries:
SMILES,p-CIP stab down,IDE cell activ,M4 PAM,PHOSPHO1 inh,CRFR2-BP antag,GalR3 antag,IDE inh,MEKK3 PB1 HTS,CRFBP-R2 agonist
CCOC(=O)c1[nH]c(C)c(C(=O)Nc2ccc(C)cc2C)c1C,2,0,-2,22,-3,/,1,99,-1.7
COc1ccc(CNCC(O)(c2ccc(Cl)cc2)c2ccc(Cl)cc2)cc1OC,-10,6,6,-6,-23,-7,-1,113,-0.3
O=c1c2ccccc2nc(SCc2nc3ccccc3s2)n1Cc1ccco1,-4,-8,8,25,5,-10,2,93,-2.3
CC(C)[C@H](NC(=O)NCCc1ccc(Cl)cc1)C(=O)O,-4,7,14,11,-2,-8,-2,101,0.7
CN(C)C=NC(=O)c1[nH]c2ccc(Cl)cc2c1-c1ccccc1,-11,0,-4,24,-43,-13,-1,108,8.7
C1CCN2CC3CC(CN4CCCC[C@@H]34)[C@H]2C1,/,-1,-3,/,17,-4,/,/,-3.8
O=C(CSc1nnc(-c2ccccn2)o1)Nc1cccc(Cl)c1,10,1,5,19,10,-8,-1,103,-0.6
Cc1ccc(SCCC(=O)OCn2nnc3ccccc3c2=O)cc1,-6,0,-2,6,-7,-7,4,96,1.9
CCN(C(=O)CSc1nc(C)nc2sc3c(c12)CCC3)C1CCS(=O)(=O)C1 (stereo unspecified),/,/,4,/,-10,-4,1,/,-3.5
Cc1ccc(Oc2ccccc2/C=N/O)cc1,4,0,6,35,-5,-2,-4,91,1.2
CN(CC(=O)N1CCN(c2ccccn2)CC1)S(=O)(=O)c1ccc(Br)cc1,-8,3,7,-25,15,-5,-1,/,0.5
COc1ccc(C(C)=O)cc1CC(=O)Nc1ccccc1-c1ccccc1,-6,5,10,35,2,-4,-3,100,-2.0
COc1ccc2cc(C(=O)C3CCCN(C(=O)c4sc(C)nc4C)C3)ccc2c1 (stereo unspecified),-31,-2,-6,23,-3,3,2,104,-0.2
CCN(C(=O)Cn1nc(C)n2c(cc3cc(C)ccc32)c1=O)c1ccccc1,4,2,0,51,-12,-8,-1,102,-0.4
CC(C)CC(=O)CN1C(=O)C2(OCCO2)c2ccccc21,-11,-1,5,-7,13,-6,2,102,1.6
CC1CCN(c2nc3ccc(C(=O)N4CCN(Cc5ccc6c(c5)OCO6)CC4)cc3s2)CC1,-5,-6,-12,13,12,1,8,/,0.4
CN(Cc1cnccn1)Cc1c(C(=O)N2CCc3ccccc3C2)nc2ccc(Cl)cn12,13,5,0,-15,-4,-2,-6,105,2.5
COc1ccc(CNC(=O)CNC(=O)c2sc3ccccc3c2Cl)cc1OC,/,-22,-7,/,-1,-3,14,/,0.2
CC1(C)CC(=O)C2=C(C1)NC(=O)CC2C(=O)NCc1ccc(F)cc1 (stereo unspecified),-18,/,/,7,/,-7,/,120,/
COc1ccc2c3c(c(=O)oc2c1OCC(N)=O)CCCC3,2,-1,4,-14,-24,-4,8,96,-0.1
CCCCCc1c(C)nc(N2CCc3ccccc3C2)[nH]c1=O,-1,4,12,38,-38,-4,/,107,4.8
COCCCN(CC(=O)Nc1ccc(F)cc1)S(=O)(=O)c1cccs1,/,1,4,/,-2,-8,-4,/,0.9
Cc1cccc(N/C(N)=N/c2nc3c(c(=O)[nH]2)CCCC3)c1,6,0,3,2,-7,-4,3,94,-4.4
O=C(Nc1cccc(F)c1)C1CCN(S(=O)(=O)c2cccc3nonc23)CC1,6,0,-13,36,2,-8,7,103,-0.7
Cc1cccc(C(=O)Nc2cccc(NC(=O)c3ccccc3)c2)c1,15,2,-10,14,-4,1,7,105,0.2

# (cont.)
SMILES,p-CIP stab down,IDE cell activ,M4 PAM,PHOSPHO1 inh,CRFR2-BP antag,GalR3 antag,IDE inh,MEKK3 PB1 HTS,CRFBP-R2 agonist
O=C(NCC1COc2ccccc2O1)C1CCN(S(=O)(=O)c2ccc(Cl)cc2)CC1 (stereo unspecified),/,1,-6,/,0,-6,3,/,-0.4
Cc1ccc(CNC(=O)c2cc(S(=O)(=O)N3CCOCC3)cn2C)cc1,-4,2,-5,7,15,/,3,94,-2.8
Cc1ccc(-n2c(N)c(C(=O)N3CCCCC3)sc2=S)cc1,-25,3,0,76*,9,-4,5,79,0.4
CCOc1ccc(C2C(C(=O)c3ccc(C)o3)=C(O)C(=O)N2c2cc(C)on2)cc1OC (stereo unspecified),1,2,-3,8,-8,-1,8,101,4.4
CCn1c2ccccc2c2cc(NC(=O)Cc3ccc(S(=O)(=O)N4CCOCC4)s3)ccc21,0,-14,0,-23,-7,0,13,100,0.3
CCOC(=O)c1ccc(NC(=O)Nc2ccc(Cl)cn2)cc1,6,6,-3,-10,-17,-3,-3,88,0.1
CCOc1ccc(C(CC(=O)O)NC(=O)c2cccs2)cc1 (stereo unspecified),-5,0,2,10,-5,2,-3,97,-2.6
COc1ccc2nc(CC(C)(C)CC(=O)O)c[n+]([O-])c2c1,-6,2,3,14,4,-1,3,102,0.2
COc1cccc(C2CC(C(F)(F)F)n3nc(C(=O)NCc4cccnc4)cc3N2)c1 (stereo unspecified),-10,-6,6,-31,-5,-5,-4,103,-2.1
COc1ccc(C(=O)c2ccc([N+](=O)[O-])cc2)cc1S(=O)(=O)N1CCC(C(=O)O)CC1,-5,-1,-12,-28,19,-2,8,96,-2.7
Cc1ccc(CCCOC(=O)C[N+]2(C)CCCCC2)cc1,-8,-1,-11,-3,-1,-3,-5,101,-3.5
CCc1nnc(NC(=O)CCC(=O)Nc2ccc(OC)cc2OC)s1,-3,8,-14,20,0,1,-2,98,-1.2
CCCCn1c(SCC(=O)Nc2ccc3c(c2)CCC3)nc2ccccc2c1=O,-9,5,6,-12,0,-5,2,103,-0.3
Cc1cccc(N(CC(=O)NCc2ccccc2)C(=O)Cn2nnc(-c3ccc(C)o3)n2)c1,0,-5,-5,-16,-9,-3,4,104,3.2
Cc1cc(O)ccc1C1(c2ccc(O)cc2C)OC(=O)c2ccccc21,-7,2,-4,10,-31,-3,-1,109,0.7
Cc1ccc(CNC(=O)c2cc(-c3ccccc3)nn2CC2CC(c3cccc([N+](=O)[O-])c3)=NO2)cc1 (stereo unspecified),/,5,4,/,2,-3,2,102,-0.9
CSCCC(/C(O)=C(\C#N)c1nc2ccccc2[nH]1)N1C(=O)c2ccccc2C1=O (stereo unspecified),-3,8,1,11,14,7,5,101,-0.4
CCN(CC)C(=O)Oc1ccc(Br)c2ccccc12,-4,2,5,11,-20,-3,0,100,-2.7
CCc1ccc(CCN2C(=O)c3ccccc3C2=O)nc1,-9,-4,18,-44,4,-4,9,75*[inhibitor],0.7
OCCOc1ccc(C2=NCCO2)cc1,9,1,-2,-18,18,-6,-3,101,-0.8

# Seven entries out of the list, arranged by SMILES length, rising:
SMILES,p-CIP stab down,IDE cell activ,M4 PAM,PHOSPHO1 inh,CRFR2-BP antag,GalR3 antag,IDE inh,MEKK3 PB1 HTS,CRFBP-R2 agonist
OCCOc1ccc(C2=NCCO2)cc1,9,1,-2,-18,18,-6,-3,101,-0.8
CCOc1ccc(C(CC(=O)O)NC(=O)c2cccs2)cc1 (stereo unspecified),-5,0,2,10,-5,2,-3,97,-2.6
CCOC(=O)c1ccc(NC(=O)Nc2ccc(Cl)cn2)cc1,6,6,-3,-10,-17,-3,-3,88,0.1
CCc1nnc(NC(=O)CCC(=O)Nc2ccc(OC)cc2OC)s1,-3,8,-14,20,0,1,-2,98,-1.2
CCCCn1c(SCC(=O)Nc2ccc3c(c2)CCC3)nc2ccccc2c1=O,-9,5,6,-12,0,-5,2,103,-0.3
CCn1c2ccccc2c2cc(NC(=O)Cc3ccc(S(=O)(=O)N4CCOCC4)s3)ccc21,0,-14,0,-23,-7,0,13,100,0.3
CCOc1ccc(C2C(C(=O)c3ccc(C)o3)=C(O)C(=O)N2c2cc(C)on2)cc1OC (stereo unspecified),1,2,-3,8,-8,-1,8,101,4.4

# Compound activity (PubChem)
